TMEM16A inh: TMEM16A chloride channel inhibitors, primary screen, cell-based, HTS. HEK293 TMEM16A/YFP iodide influx fluorescence, ionomycin. normalized B-score (activity score, 25-100; higher = stronger inhibition) at 10 µM. actives 1.2% (n = 310,000). AID 588511, 2011;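 active = ratio plate-corrected score three or more library SD toward inhibition, starting fluorescence score within five deviations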;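 note: score derived from kinetic fluorescence span divided by baseline fluorescence per well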
TRPC6 inhibitor: mouse TRPC6 channel inhibitors, primary screen, cell-based, HEK293, membrane potential dye. AID 2553, 2010. actives 1.1% (n = 310,000). Short transient receptor potential channel 6 (Mus musculus), Q61143. ACh-evoked depolarization; active compounds read low. B-score at 10 µM;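 active = B-score under library mean minus 3 SD, initial fluorescence not abnormally high, positive integrated signal ratio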;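 note: B-score derived from integrated fluorescence ratio over the kinetic read; more negative B-score means stronger inhibition of depolarization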
TRPC4 potent: positive allosteric modulators of TRPC4, primary screen, cell-based, mouse TRPC4beta, HEK293 mu-opioid, Fluo-4 calcium. B-score at 10 µM. Short transient receptor potential channel 4 (Mus musculus), Q9QUQ5. DAMGO EC20, Fluo-4 Ca2+ flux; active compounds read high. actives 0.42% (n = 310,000);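 active = B-score of calcium response area above 5 SD of library B-scores, with initial fluorescence ratio within 5 SD of library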;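 note: B-score of integrated fluorescence ratio over time as area under calcium response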
TRPC6 act: mouse TRPC6 channel activators, primary screen, cell-based, HEK293, membrane potential dye. Short transient receptor potential channel 6 (Mus musculus), Q61143. HEK293-TRPC6 membrane potential dye fluorescence; active compounds read high. B-score at 10 µM. actives 0.13% (n = 310,000). AID 2550, 2010;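 active = B-score of the integrated fluorescence ratio above library mean plus 3 SD, and starting fluorescence ratio within library mean plus 5 SD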;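 note: higher score means more depolarization so channel activation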
MrgX1 PAM: positive allosteric modulators of MrgX1, primary screen, HEK293 cells, Fluo-4 calcium flux | FDSS; active compounds read high | B-score at 10 µM | actives 0.63% (n = 310,000) | Mas-related G-protein coupled receptor member X1 (Homo sapiens), Q96LB2 | AID 588675, 2011;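 active = plate-corrected calcium response at least 3 library SD above typical, normal starting fluorescence, not activating the receptor alone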;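 note: compound read alongside a low EC10 to EC30 dose of BAM8-22 agonist; peak minus trough fluorescence over baseline measured at the second addition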
Target sequence (Q96LB2 whole entry, looked up): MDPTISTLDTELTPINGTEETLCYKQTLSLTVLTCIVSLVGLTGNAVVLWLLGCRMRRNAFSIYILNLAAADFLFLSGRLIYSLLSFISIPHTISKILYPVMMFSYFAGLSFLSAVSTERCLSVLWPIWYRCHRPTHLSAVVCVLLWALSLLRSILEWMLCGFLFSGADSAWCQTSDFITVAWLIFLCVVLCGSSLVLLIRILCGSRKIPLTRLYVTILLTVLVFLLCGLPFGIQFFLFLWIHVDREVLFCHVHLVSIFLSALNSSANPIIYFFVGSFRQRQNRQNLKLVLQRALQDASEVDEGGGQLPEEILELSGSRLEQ
MrgX1 agonist: agonists of human MrgX1 receptor, primary screen, HEK293 cells, Fluo-4 calcium flux; Mas-related G-protein coupled receptor member X1 (Homo sapiens), Q96LB2; Fluo-4 calcium fluorescence, agonist mode; active compounds read high; B-score at 10 µM; actives 0.44% (n = 310,000); AID 588627, 2011;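 active = calcium response B-score plate-corrected fluorescence ratio at least 3 library SD, with starting fluorescence B-score inside 5 SD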
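System: HEK293 cells stably expressing human MrgX1 receptor; Dosing: test compound in the initial addition of three; Schedule: overnight plating, then 30 min 37 °C plus 30 min room-temperature dye loading; Detection: kinetic calcium dye fluorescence, Fluo-4 NW; Controls: per-plate positive and negative controls for Z′ factor.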
TRPC4 agonist: activators of mouse TRPC4 channel, primary screen, Fluo4 calcium, HEK293 TRPC4beta/mu-opioid cells; actives 0.49% (n = 310,000); Fluo4 calcium fluorescence; active compounds read high; Short transient receptor potential channel 4 (Mus musculus), Q9QUQ5; AID 2237, 2010; B-score at 10 µM;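 active = B-score above 5 SD of library B-scores, and initial fluorescence ratio not above library mean plus 5 SD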;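 note: positive B-score marks a calcium rise read as TRPC4 activation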
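System – HEK293 cells stably co-expressing mouse TRPC4beta and mu-opioid receptor · Signal – Fluo4 calcium-sensitive dye fluorescence, kinetic, 1 Hz baseline · Benchmarks – buffer (low) and maximal DAMGO (high) · Read-out – B score of integrated fluorescence ratio per well · Incubation – dye loading 45 min room temperature, 110 s kinetic read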
TMEM16A act: TMEM16A chloride channel activators or potentiators, primary screen, cell-based, HTS; Anoctamin-1 (Mus musculus), Q8BHY3; HEK293 TMEM16A/YFP-H148Q/I152L, iodide quench fluorescence; active compounds read low; B-score at 10 µM; actives 0.3% (n = 340,000); AID 623877, 2012;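 active = fluorescence-ratio B-score plate-corrected deviation score at least 3 library SD below zero, with starting fluorescence score within 5 deviations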;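 note: channel opened by trigger with iodide after compound preincubation; score built on the fluorescence ratio of max minus min over baseline; more negative score means more quench and so TMEM16A activation or potentiation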
MrgX1 antag: antagonists of human MrgX1 receptor, primary screen, HEK293 cells, Fluo-4 calcium flux. Mas-related G-protein coupled receptor member X1 (Homo sapiens), Q96LB2. BAM8-22 antagonism; active compounds read low. B-score at 10 µM. actives 1.3% (n = 310,000). AID 588676, 2011;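 active = calcium-response B-score plate-corrected more than 3 library SD below zero, starting fluorescence within 5 deviations, no agonist response on first addition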;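 note: peak minus trough fluorescence over baseline after final BAM8-22 challenge near maximal dose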
RGS4 block: RGS4 inhibitors, primary screen, cell-based, HEK293 M3R inducible RGS4, calcium flux; Regulator of G-protein signaling 4 (Homo sapiens), P49798; Fluo-4 calcium flux; active compounds read high; triggered by carbachol at its EC20; B-score at 10 µM; actives 0.45% (n = 310,000); AID 463165, 2010;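 active = B-score, a plate-corrected calcium signal, over three deviations above library mean, with baseline fluorescence within five deviations of library mean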;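 note: RGS4 expression induced by doxycycline in cells with stable M3 receptor; B-score is computed from the integrated fluorescence ratio over baseline after carbachol; higher B-score means a larger calcium signal and so more RGS4 inhibition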
Target sequence (P49798 whole entry, looked up): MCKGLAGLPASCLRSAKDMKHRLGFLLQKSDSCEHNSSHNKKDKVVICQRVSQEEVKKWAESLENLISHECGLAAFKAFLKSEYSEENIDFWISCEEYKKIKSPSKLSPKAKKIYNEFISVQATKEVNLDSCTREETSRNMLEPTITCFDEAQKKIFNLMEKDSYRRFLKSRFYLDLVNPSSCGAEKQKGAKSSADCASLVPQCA
TRPC4 block: inhibitors of mouse TRPC4 channel, primary screen, Fluo4 calcium, HEK293 TRPC4beta/mu-opioid cells; Short transient receptor potential channel 4 (Mus musculus), Q9QUQ5; DAMGO-evoked Fluo4 calcium flux; active compounds read low; B-score at 10 µM; actives 0.39% (n = 300,000);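 active = B-score over 3 SD under the library average, no early fluorescence shift, positive overall ratio signal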
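Assay system: HEK293 cells with stable TRPC4beta plus mu-opioid receptor expression. Dosing: single dose. Measured by: Fluo4 Ca2+ flux fluorescence. Also added: DAMGO in two steps, submaximal then maximal. Read-out: B score from integrated Fluo4 fluorescence ratio.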
Active calls of the source: *; i = inactive; / = not tested or not shown.

SMILES	TMEM16A inh	TRPC6 inhibitor	TRPC4 potent	TRPC6 act	MrgX1 PAM	MrgX1 agonist	TRPC4 agonist	TMEM16A act	MrgX1 antag	RGS4 block	TRPC4 block
O=C(Cc1ccc(Cl)cc1)N/N=C/c1cccs1	i	i	i	i	i	i	i	i	i	i	i
COc1ccc2c(-c3ccccc3)cc(SCC(=O)NC(N)=O)nc2c1	i	i	i	i	i	i	i	i	i	i	i
CCOc1ccc2[nH]c(=O)c(C(c3nnnn3C3CCCCC3)N3CCN(C)CC3)cc2c1 (configuration not stated)	i	/	/	/	i	i	/	i	i	/	/
COC(=O)c1ccc(Cn2c(O)c(N=NC(N)=S)c3ccccc32)o1	i	i	i	i	i	i	i	i	i	i	i
C/C(=N\OCC(=O)Nc1ccc(F)c(F)c1F)c1cc2ccccc2o1	i	i	i	i	i	i	i	i	i	i	i
Cc1ccc(S(=O)(=O)N(c2nc(NC(C)C)nc(NC(C)C)n2)n2cnnc2)cc1	i	i	i	i	i	i	i	i	i	i	i
CCCn1c(C)cc(C(=O)Cn2nnc3ccccc3c2=O)c1C	i	i	i	i	i	i	i	i	i	i	i
CCc1ccc(NC(=O)COC(=O)CN2C(=O)COc3ccccc32)cc1	i	i	i	i	i	i	i	i	i	i	i
CC(C)(C)NC(=O)C(c1ccc(F)cc1)N(Cc1ccco1)C(=O)c1csnn1 (configuration not stated)	i	i	i	i	i	i	i	i	i	i	i
COC(=O)c1cc2occc2n1CC(=O)Nc1ccc(OC)c(OC)c1OC	i	i	i	i	i	i	i	i	i	i	i
O=C(NCCCNc1ccc(C(F)(F)F)cc1[N+](=O)[O-])c1ccc(F)cc1	i	i	i	i	i	i	i	i	i	i	i
O=S(=O)(Nc1ccc(O)c2ccccc12)c1ccc(F)cc1	i	i	i	i	i	i	i	i	i	i	i
NC(=S)N/N=C1\CCSc2ccc(Cl)cc21	i	i	i	i	i	i	i	i	i	i	i
Cc1cccc(-n2cc(-c3ccccc3)[nH]c2=S)c1	i	i	i	i	i	i	i	i	i	i	i
Cc1ccc(-n2nnnc2SCC(=O)Nc2c(C)n(C)n(-c3ccccc3)c2=O)cc1	i	i	i	i	i	i	i	i	i	i	i
CC(C)Cc1nc2n[nH]c(N)c2c2c1CCCC2	i	i	i	i	i	i	i	i	i	i	i
Clc1cccc(Nc2c3c(nc4ncnn24)CCC3)c1	i	i	i	i	i	i	i	/	i	i	i
Cc1nc(-c2ccc3c(c2)CCC(=O)N3)cs1	i	i	i	i	i	i	i	i	i	i	i
COc1ccc(Nc2nc(OC)nc(N3CCN(c4ccc(OC)cc4)CC3)n2)cc1	/	i	i	i	/	/	i	i	/	i	i
CCN1C(=O)CC(N2CCN(c3cccc(OC)c3)CC2)C1=O (configuration not stated)	i	i	i	i	i	i	i	i	i	i	i
C=C(C)CSc1nnc([C@H](CCSC)NC(=O)OC(C)(C)C)o1	i	i	i	i	i	i	i	i	i	i	i
COc1ccccc1OCCNc1cc(N2CCOCC2)ccc1[N+](=O)[O-]	i	i	i	i	i	i	i	i	i	i	i
COc1ccc([C@@H]2CC=C(C(=O)O)[C@H](c3ccccc3F)N2S(=O)(=O)c2ccccc2C)cc1	i	/	/	/	i	i	/	i	i	/	/
CCC(C)(C)C1CCC(=NNS(=O)(=O)c2ccc(C)c([N+](=O)[O-])c2)CC1 (configuration not stated)	i	i	i	i	i	i	i	i	i	i	i
CCn1c(-c2cccn(Cc3ccc(Cl)cc3Cl)c2=O)n[nH]c1=S	i	i	i	i	i	i	i	i	i	i	i
COc1ccc(-c2noc(CN(C)Cc3ccccc3)n2)c(OC)c1OC	i	i	i	i	i	i	i	i	i	i	i
O=C(O)CC12CC3CC(C1)CC(n1ncc(NCc4ccccc4Cl)c(Cl)c1=O)(C3)C2	i	i	i	i	i	i	i	i	i	i	i
COc1ccc(C2C(C(C)=O)=C(O)C(=O)N2Cc2cccnc2)cc1 (configuration not stated)	i	i	i	i	i	i	i	i	i	i	i
CC(=O)c1cccc(NC(=O)c2sc3nc4n(c(=O)c3c2C)CCCCC4)c1	i	i	i	i	i	i	i	i	i	i	i
N#CCCn1cc(C(=O)Nc2ccccc2Br)c(-c2cccs2)n1	i	i	i	i	i	i	i	i	i	i	i
Cc1ccc(OCC(=O)NS(=O)(=O)c2ccccc2)cc1	i	i	i	i	i	i	i	i	i	i	i
CN1CCc2nc(SC(C(=O)O)c3ccccc3)c(C#N)c(-c3cccs3)c2C1 (configuration not stated)	i	i	i	i	i	i	i	i	i	i	i
Cc1ccc2nc(NC(=O)CCCc3nc4ccccc4s3)sc2c1	i	i	i	i	i	i	i	i	i	i	i
CCc1ccccc1NC(=S)N(CCOC)C(C)c1ccco1 (configuration not stated)	i	i	i	i	i	i	i	i	i	i	i
CCC(C)(C)NC(=O)C(c1cccnc1)N(C(=O)c1csnn1)c1ccccc1 (configuration not stated)	i	i	i	i	i	i	i	i	i	i	i
O=C(Cc1ccc(Cl)cc1)Nc1ccccc1N1CCN(C(=O)c2ccccc2)CC1	i	i	i	i	i	i	i	i	i	i	i
Cc1ccc(/C=C/C(=O)NCCCN2CCN(CCCNC(=O)/C=C/c3ccc(C)o3)CC2)o1	i	i	i	i	i	i	i	i	i	i	i
O=C(Nc1cc(Sc2nc3ccccc3s2)cc([N+](=O)[O-])c1)c1ccccc1F	i	i	i	i	i	i	i	i	i	i	i
CCn1c(=O)cc(OCC(=O)Nc2ccccc2N2CCN(C)CC2)c2ccccc21	i	i	i	i	i	i	i	i	i	i	i
COCCN1CN(S(=O)(=O)c2ccccc2)c2nc3ccccc3nc21	i	i	i	i	i	i	i	i	i	i	i
FC(F)(F)c1cccc(Cn2c3[n+](c4ccc(C(F)(F)F)cc42)CCCCC3)c1	i	i	i	i	i	i	i	i	i	i	i
COc1ccc(C(=O)C2CN(c3ccccc3)CC2c2ccc(Cl)cc2)cc1 (configuration not stated)	25*	i	i	i	i	i	i	i	i	i	i
CCC1=C(c2ccc(C)cc2)S(=O)(=O)N=C1N1CCC(C(=O)NCCCN2CCCCC2C)CC1 (configuration not stated)	i	i	i	i	i	i	i	i	i	i	i
CC1(C)CCCC2=C1CC1C(=O)N(Cc3cccnc3)C(=O)C1C2 (configuration not stated)	i	i	i	i	i	i	i	i	i	i	i
COc1ccc([N+](=O)[O-])cc1NC(=O)C(C)OC(=O)Cn1[nH]c(=O)c2ccccc2c1=O (configuration not stated)	i	i	i	i	i	i	i	i	i	i	i
CS(=O)(=O)Nc1ccccc1C(=O)NCCSCc1ccccc1	i	i	i	i	i	i	i	i	i	i	i
COc1ccc(C(=O)NCCc2nnc3ccc(SCC(=O)NCCc4ccc(OC)c(OC)c4)nn23)cc1	i	i	i	i	i	i	i	i	i	i	i
CCOc1ccc(C(=O)NC(=S)NCc2cccnc2)cc1[N+](=O)[O-]	i	i	i	i	i	i	i	i	i	i	i
Cn1cc(/C=N\O)nc2c(=O)n(-c3ccccc3)c(=O)nc1-2	i	i	i	i	i	i	i	i	i	i	i
Clc1ccc(Cl)c(-c2ccc(/C=N/c3ncn[nH]3)o2)c1	i	i	i	i	i	i	i	i	i	i	i
CNc1oc(-c2ccccc2)nc1S(=O)(=O)c1ccc(C)cc1	i	i	i	i	i	i	i	i	i	i	i
Cc1cc(C)n2nc(SCCOc3ccccc3)nc2n1	i	i	i	i	i	i	i	i	i	i	i
O=C(Nc1ccc2ccccc2c1)N1CCN(c2ncccc2C(F)(F)F)CC1	i	i	i	i	i	i	i	i	i	i	i
O=C(NC1CCCCC1)N1CCNCC1	i	i	i	i	i	i	i	i	i	i	i
CC(Oc1ccccc1)C(=O)N=C1SC2CS(=O)(=O)CC2N1c1ccc(F)cc1 (configuration not stated)	i	i	i	i	i	i	i	i	i	i	i
COC(=O)c1cccc(NC(=O)NC(=O)c2ccc(Cl)cc2)c1	i	i	i	i	i	i	i	i	i	i	i
CCC(=O)Nc1nnc(S(=O)(=O)N(CC)c2ccc(OC)cc2)s1	i	i	i	i	i	i	i	i	i	i	i
CC(Sc1ncc(C(F)(F)F)cc1Cl)C(=O)NC(N)=O (configuration not stated)	i	i	i	i	i	i	i	i	i	i	i
CCCC(CCC)=NNC(=O)CN(Cc1ccccc1)S(=O)(=O)c1ccccc1	i	i	i	i	i	i	i	i	i	i	i
Nc1cccc(-c2nc3ccccc3[nH]2)c1	i	i	i	i	i	i	i	i	i	i	i
Cc1ccccc1-c1nc2sc(-c3ccccc3)cc2c(=O)o1	i	i	i	i	i	i	i	i	i	i	i
CC(NC(=O)C(C)N1C(=O)c2cccc([N+](=O)[O-])c2C1=O)c1ccccc1 (configuration not stated)	i	i	i	i	i	i	i	i	i	i	i
CCC(=O)N=c1n(C)c2ccccc2n1CCOc1ccccc1	i	i	i	i	i	i	i	i	i	i	i
